Tb PFK block = blocks T. brucei phosphofructokinase. Potency, µM (series often up to 57.5 µM), without a hit: top-dose activity, negative = inhibition, most hits filed as inhibitors. T. brucei PFK, ADP-Glo luminescence. AID 485367. 330,000 tested, 0.17% active;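 also: potency is read from the fitted curve at half-maximal effect; 0% = uninhibited 1x PFK enzyme wells and -100% = no-enzyme wells; nearly all actives have a fitted effect of over 60% in size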
Target sequence (O15648 whole entry, looked up): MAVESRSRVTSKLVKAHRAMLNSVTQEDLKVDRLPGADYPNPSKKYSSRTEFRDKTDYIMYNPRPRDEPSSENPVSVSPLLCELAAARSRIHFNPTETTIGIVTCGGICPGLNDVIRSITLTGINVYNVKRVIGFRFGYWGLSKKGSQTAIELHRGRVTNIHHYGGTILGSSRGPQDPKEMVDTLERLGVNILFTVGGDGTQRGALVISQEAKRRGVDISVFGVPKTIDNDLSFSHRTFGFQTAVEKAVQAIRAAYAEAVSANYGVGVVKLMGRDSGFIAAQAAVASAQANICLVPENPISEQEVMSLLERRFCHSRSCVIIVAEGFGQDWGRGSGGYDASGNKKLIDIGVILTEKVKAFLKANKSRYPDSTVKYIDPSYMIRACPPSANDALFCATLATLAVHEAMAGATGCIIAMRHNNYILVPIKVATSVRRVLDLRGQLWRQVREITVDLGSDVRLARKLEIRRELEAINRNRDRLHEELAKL
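In TEA buffer at pH 8.0 with 5 mM MgCl2, enzyme (1.25 nM) converted F6P (0.5 mM) and ATP (0.1 mM) for 45 min at room temperature. ADP product was read by luciferase luminescence.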
TSHR antagonist = blocks TSH signaling through the human TSH receptor; activity change, negative = inhibition, % at 11.5 µM; TSHR-expressing cells, TSH-stimulated cAMP HTRF, 2 h; hits give low values; 330,000 tested, 0.2% active;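 active = activity change below a set negative limit, meaning inhibition stronger than a set level, cut at about -70% in these data; inconclusive = activity change between two set negative limits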; also: % is scaled to controls: 0 for no effect and ±100 for the full control effect
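TSHR-expressing cells were treated with compounds, then stimulated with TSH at EC80 (4nM final) for 2 hours at 37 deg C. Cellular cAMP was measured by HTRF competition between lysate cAMP and cAMP-d2 for a cryptate-labelled anti-cAMP antibody.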
Giardia kill = kills Giardia lamblia. 340,000 tested, 0.15% active. AID 540267. activity change, % at 7.66 µM, hits read low. Giardia lamblia trophozoite viability; in the data active = activity change below about -80%; inconclusive = between about -30% and that limit;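 also: parasites exposed to compound for two days anaerobically before the ATP read; % is scaled to controls: 0 for no effect and ±100 for the full control effect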
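Luminescent ATP signal served as the viability read-out, measured 15-30 min after adding ATP detection reagent to trophozoites that had been incubated with compounds for 48 hrs at 37 deg C anaerobically at 100 cells/well.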
FBPA coupling cs = coupling enzyme interference in Giardia aldolase counter-screen; AID 2472; coupling enzyme system counterscreen, AmpLite Red fluorescence; activity change, negative = inhibition, % at 58.2 µM, hits read low; 290,000 tested, 0.67% active; in the data active = activity change below about -30%; also: % is scaled to controls: 0 for no effect and ±100 for the full control effect
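Activity here indicates interference with the coupling reaction, not aldolase inhibition. Compounds at 57.5 uM final met coupling enzymes for 10 min at RT; substrate and AmpLite Red detection followed, with a 525/598 nm fluorescence read after 20 min.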
A-T KAP1 phos = potential ataxia-telangiectasia treatments restoring KAP-1 phosphorylation; […] A-T fibroblasts, KAP-1 phosphorylation AlphaLISA; neocarzinostatin DNA damage 30 min before lysis; Potency, µM (top dose mostly 57.5 µM), without a hit: at the top dose activation, usual class: activators; 320,000 tested, 0.19% active; also: potency is read from the fitted curve at half-maximal effect; % of control where 0% means no effect; nearly all actives have a fitted effect of over 45% in size
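ATM-like activity read as KAP-1 phosphorylation via AlphaLISA donor/acceptor antibody pairs after lysis and 6 hr at 25C. Cells were ATM-null patient fibroblasts ([…], hTERT), dosed 60 min, then exposed to the DSB inducer NCS for 30 min.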
hERG WT inh = KCNH2 (human, wildtype) channel inhibition | Q12809 | U2OS, BacMam KCNH2, thallium flux FluxOr; hits give low values | activity change, % at 1.84 µM | 340,000 tested, 0.37% active;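 active = maximum activity change below -70%; inconclusive = maximum activity change between -70% and -50%; inactive = maximum activity change above -50%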; also: % is scaled to controls: 0 for no effect and ±100 for the full control effect
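U2OS cells transduced with wild-type KCNH2 virus are loaded with FluxOr dye for 45 min, and thallium flux is measured in kinetic reads before and after stimulation buffer. Rate constants are normalized to DMSO controls.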
TCR act = T cell receptor activation. primary human leukocytes, anti-CD3, IL-2 HTRF, 48 h. Potency, µM (titrated, usually from 9.22 µM), inactives show at the highest dose activation of IL-2 secretion, usual class: activators. 330,000 tested, under 10 active; also: % of control where 0% means no effect
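Readout: HTRF IL-2, Eu-cryptate/d2 antibody pair, 320nm excitation, 665nm emission. Stimulus: a-CD3 beads, no co-stimulation. Cells: primary human leukocytes. Exposure: 48 hr with compound.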
BCR signal inh = inhibitors of chronic active B-cell receptor signaling; ABC-DLBCL IkBa-CBG/CBR reporter, luminescence ratio, 4 h; 340,000 tested, 0.05% active; Potency, µM (doses to about 46.1 µM), for inactives: at the top dose ratio change, negative = lower green/red ratio, hits mostly inhibitors; AID 493014; active = well fitted inhibition curve with a large enough effect in the signal ratio, with a control signal flat, not every such curve was filed as active; inconclusive = small, poorly fitted or top-dose-only effect, or effect the other way, or a change in a side signal; the % refers to the signal ratio;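 also: potency is read from the fitted curve at half-maximal effect; plate controls were basal doxycycline-induced cells for no effect and cells given 10 µM MG132 for full effect; MG132 reads +100%, hits lower the ratio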
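Cell line TMD8 (human ABC DLBCL), stably expressing tet-inducible CBG68-IkBa fusion and CBR; IMDM/0.5% FBS; cpd up to 46 uM; dox induction, 4 h, 37C/5% CO2; dual luminescence; green/red ratio; MG132 control.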
CXXC DNA block = inhibitors of human MLL CXXC domain-DNA interaction | MLL-CXXC / FITC-HOXA9 DNA fluorescence polarization | Potency, µM (top dose mostly 115 µM), for the others: at the top dose activity change, negative = inhibition, usual class: inhibitors | 290,000 tested, 0.037% active | AID 2662; active = well fitted inhibition curve with a large enough effect in the polarisation, with a control signal flat, not every such curve was filed as active; inconclusive = small, poorly fitted or top-dose-only effect, or effect the other way, or a change in a side signal; inactive = no such curve, though single readings can be large or run the other way; the % refers to the polarisation; also: potency is read from the fitted curve at half-maximal effect
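Purified MLL-CXXC (added from a 7 uM solution) was preincubated 5 min at ambient with pinned compounds in 50 mM Tris-HCl pH 7.5, 50 mM NaCl, 1 mM DTT, 0.05% BSA. Fluorescein-labeled HOX-A9 DNA (50 nM solution) followed, 30 min, then polarization read.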
GALK inh = inhibitors of human galactokinase | P51570 | 270,000 tested, 0.007% active | Potency, µM (top dose mostly 57.5 µM), for inactives: at the highest dose activity change, negative = inhibition, actives largely listed as inhibitors | AID 1868 | Purified GALK, Kinase-Glo residual ATP luminescence; also: potency is read from the fitted curve at half-maximal effect; % is scaled to controls: 0 for no effect and ±100 for the full control effect
Target sequence (P51570 whole entry, looked up): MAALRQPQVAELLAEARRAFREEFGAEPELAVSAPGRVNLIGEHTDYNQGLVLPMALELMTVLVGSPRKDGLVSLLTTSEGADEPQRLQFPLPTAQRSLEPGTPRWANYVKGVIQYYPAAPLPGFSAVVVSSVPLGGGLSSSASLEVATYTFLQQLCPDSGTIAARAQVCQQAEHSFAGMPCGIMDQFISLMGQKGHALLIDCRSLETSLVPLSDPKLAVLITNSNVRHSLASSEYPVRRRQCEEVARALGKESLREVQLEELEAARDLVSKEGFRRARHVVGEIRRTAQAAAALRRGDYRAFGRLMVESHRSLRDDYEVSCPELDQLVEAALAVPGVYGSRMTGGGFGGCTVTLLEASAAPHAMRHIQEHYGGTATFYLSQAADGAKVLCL
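Luminescence from leftover ATP (Ultra-Glo luciferase/luciferin) served as read-out after a 1 h room-temperature reaction of 5 nM GALK with 35 uM ATP and 100 uM galactose.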
* hit, by the source's call; ? = inconclusive; . = no result given; [ ] = remark or other dose. Unless noted, calls follow the shape of the dose curve; as a rule, active = well fitted curve in the direction sought with a large enough effect; inconclusive = small, poorly fitted or top-dose-only effect, or another doubt; inactive = no such curve, though single readings can be large; an effect the other way counts as inactive or inconclusive.

SMILES	Tb PFK block	TSHR antagonist	Giardia kill	FBPA coupling cs	A-T KAP1 phos	hERG WT inh	TCR act	BCR signal inh	CXXC DNA block	GALK inh
C/C(=N\NC(=O)c1ccc(CSc2nc(C)cc(C)n2)cc1)C1CCCCC1	0%	11	1	-2	-2%	11	2%[46.1 µM]	-1%	0%	0%
COc1ccc(N2CCN(c3n[nH]c(N)n3)CC2)cc1	0%	7	14	-3	13%	10	1%	1%	-2%	1%
O=C(NC1CCSc2ccccc21)c1ccc(F)c(S(=O)(=O)N2CCOCC2)c1 (stereo not drawn)	2%	21	-19	.	-9%	3	-8%	?	-9%	-1%
CN(C)CCNc1ncnc2c1cnn2-c1ccc(Cl)cc1	3%	-4	17	1	4%	9	-1%	?	1%	2%
CC(C)NC(=O)CCCN1C(=O)c2ccccc2Sc2ncccc21	-3%	-3	9	-2	-3%	6	4%	-2%	-11%	.
CN1CCN(NC(=O)c2ccccc2F)CC1	-12%	36	-3	2	0%	-1	-2%	5%	-5%	4%
C=CCN(Cc1cc(OC)ccc1OC)C(=O)c1cc2ccc(OC)cc2[nH]1	0%	21	-18	4	-3%	2	7%	2%	9%	.
Cc1cc(C)nc(NC(=O)c2ccc3c(c2)OCO3)c1	-3%	-4	.	-5	-2%	.	.	?	4%	9%
O=S(=O)(c1ccc2nc(Nc3ccccc3)ccc2c1)N1CCCCC1	0%	-2	-8	-4	4%	-8	-5%	?	-5%	1%
CCOc1ccccc1N1CCN(C2=C(NS(=O)(=O)c3cccs3)C(=O)c3ccccc3C2=O)CC1	-1%	-12	4	-26	-8%	-5	-3%	?	5%	0%
CCOC(=O)NC1c2ccccc2Oc2ccccc21	-2%	5	-1	1	6%	-12	4%	2%	-3%	6%
CCN(CC(=O)Nc1ccc(C)c(S(=O)(=O)N2CCOCC2)c1)Cc1ccccc1	0%	9	10	.	-18%	11	-1%	-2%	.	.
O=C(Cc1c[nH]c2ccccc12)Nc1nnc(C2CC2)s1	5%	-5	8	0	2%	11	.	?	15%	-2%
CC(OC(=O)COc1ccc(C#N)cc1)C(=O)c1ccccc1 (stereo not drawn)	-7%	-5	-7	.	-4%	15	0%	-5%	.	.
CCC(C)NC(=O)CNC(=S)N(Cc1ccccc1F)C1CCCCC1 (stereo not drawn)	-1%	3	3	0	-5%	-2	3%	5%	-7%	0%
O=C(O)c1cc([N+](=O)[O-])ccc1C(=O)Nc1ccccc1	1%	10	30[activator]	0	0%	4	-6%	17%	-1%	-3%
Cc1ccc(N(C(=O)CCC(=O)Nc2nccs2)C(C(=O)NC(C)(C)C)c2ccc(O)cc2)cc1 (stereo not drawn)	1%	4	7	0	6%	3	4%	0%	-1%	4%
CCCCSc1nc2c(c(=O)n1CC)SC(C)C2 (stereo not drawn)	-7%	-8	7	3	-3%	-6	-4%	7%	-3%	1%
CC(=O)c1ccc(N2CCN(C(=O)c3cc(-c4ccc5c(c4)OCO5)nc4ccccc34)CC2)cc1	-7%	-1	-2	2	-4%	-2	-8%	?	14%	0%
Nc1n[nH]c(-c2ccccc2)n1	-4%	5	-8	.	1%	-8	2%	3%	-6%	1%
O=C1C2C3C=CC(O3)C2C(=O)N1CC(O)c1ccccc1 (stereo not drawn)	-12%	0	20	0	4%	7	-7%	?	0%	-2%
CCNC(=S)NNC(=O)CCn1c2ccccc2c2ccccc21	0%	12	4	.	3%	3	0%	?	-2%	0%
CCc1cccc(CC)c1NC(=O)COn1nnc2ccc(C(F)(F)F)cc21	-4%	-7	3	2	-1%	-5	-3%[46.1 µM]	14%	9%	-1%
CC(=O)Nc1cccc(C(=O)OC(C(=O)c2ccc(C)c(C)c2)c2ccccc2)c1 (stereo not drawn)	-2%	19	5	4	-5%	-14	1%	17%	18%	.
Cc1cc(Br)ccc1NC(=O)c1cnc(N2CCN(c3ccccn3)CC2)c2ccccc12	5%	?	17	0	-1%	30	-2%	?	-4%	-1%
(further entries)
SMILES	Tb PFK block	TSHR antagonist	Giardia kill	FBPA coupling cs	A-T KAP1 phos	hERG WT inh	TCR act	BCR signal inh	CXXC DNA block	GALK inh
COc1ccc(/C=C2\SC(=O)N(CCC(=O)Nc3ccccc3)C2=O)cc1OC	-3%	-15	-6	0	-5%	-2	-2%[46.1 µM]	-1%	-1%	1%
Cc1ccc(C2=NCCn3nc4cc(C(F)(F)F)ccc4c32)cc1	-12%	-9	7	.	-1%	-3	-1%	-1%	.	.
O=S(=O)(Nc1ccc(O)c(Sc2nc3ccccc3s2)c1)c1ccc(F)cc1	0%	-15	15	0	2%	-13	-2%[46.1 µM]	-4%	-1%	0%
c1cnc2ccc(C(c3nnnn3C3CCCCC3)N3CCN4CCCC4C3)cc2c1 (stereo not drawn)	18%	12	5	4	-1%	-23	7%	-1%	11%	-5%
Cc1cccc2cc(CN(Cc3cccs3)Cc3nnnn3Cc3ccccc3)c(=O)[nH]c12	0%	-14	-2	-3	2%	12	.	-11%	4%	-3%
CNc1nc(Cl)c(SC)c(NCc2cccc(OC)c2)n1	1%	-12	4	0	26%	6	7%	-5%	1%	.
COCCNC(=O)/C(C#N)=C/c1ccc(-c2ccc(S(=O)(=O)N3CCOCC3)cc2)o1	-1%	-11	2	-2	.	-5	-2%[46.1 µM]	-1%	15%	1%
Oc1ccc(O)c(/C(=N/Nc2ccccc2)c2ccccc2)c1	?	10	.	-5	17%	.	.	1%	-7%	-1%
COc1ccc2sc(-c3ccc(N(C)C)cc3)c(-c3ccc4cc[nH]c4c3)c2c1	-8%	-2	-4	.	19%	13	0%	?	.	.
COc1ccc(S(=O)(=O)N2CCCCC2)cc1NC(=O)Cc1cccc(C(F)(F)F)c1	9%	43	11	.	20%	-11	-3%	-1%	.	.
Cc1cccc(N(C(=O)CNC(=O)c2ccco2)C(C(=O)NC2CCCCC2)c2cccnc2)c1 (stereo not drawn)	0%	8	-4	-1	7%	6	-4%	-1%	15%	-2%
COC(=O)c1nc(N)sc1C(C)C	-2%	36	-2	1	-1%	-11	-12%	-1%	2%	-4%
Nc1cnc(Br)cc1Br	3%	9	-4	2	23%	6	-2%	-1%	-2%	.
CCOc1cc(C(=O)N2CCC(CC3CC(c4cccc(Br)c4)=NO3)(C(=O)NCC3CCCCC3)CC2)cc(OCC)c1OCC (stereo not drawn)	-1%	-17	-4	0	4%	-17	10%	13%	-7%	.
CC(=O)N1c2ccc(S(=O)(=O)N3CCC(C(=O)NCc4ccc(N(C)C)cc4)CC3)cc2CC1C (stereo not drawn)	-4%	-4	7	4	-3%	-5	-5%	-1%	32%[activator]	7%
COc1ccc(C(=O)Nc2nnc(-c3ccccc3)o2)cc1OC	2%	-3	-12	-1	-3%	2	8%	-11%	-12%	2%
O=S(=O)(c1cccc(Cl)c1Cl)N1CCCCC1	-15%	-7	8	4	5%	10	-6%	?	-3%	1%
COc1cc(/C=C2/C(=O)NN(c3cccc(Cl)c3)C2=O)cc(OC)c1O	9%	-6	-11	0	-4%	4	1%	0%	17%	-4%
CC(=O)Nc1ccccc1C(=O)C(=O)Nc1cccc(C(=O)NCC2CCCO2)c1 (stereo not drawn)	-2%	6	-25	-2	-4%	-7	-5%	-5%	3%	-2%
Cc1cc2cc(CNC(=O)c3ccc(S(=O)(=O)N4CCOCC4)cc3)ccc2n1C	0%	3	12	-6	-2%	-4	0%	10%	-2%	0%
CN1c2ccccc2C(O)=C(C(=S)Nc2ccccc2)S1(=O)=O	-9%	-8	-17	9	-9%	-1	-7%	?	6%	0%
O=C(C[C@H]1C[C@H](C(=O)N2CCOCC2)[C@@]2(CCC3CCCC3)c3[nH]c4cc(-c5ccco5)ccc4c3CCN2C1=O)NCCN1CCOCC1	1%	-2	13	.	8%	-6	2%[46.1 µM]	-8%	.	.
NC1=C(c2ccc([N+](=O)[O-])cc2)C(=O)CO1	3%	7	-9	-2	-3%	-8	3%[46.1 µM]	2%	13%	2%
CC(=O)c1cccc(S(=O)(=O)NCC2CCCCC2)c1	5%	-5	-2	1	0%	-1	6%[46.1 µM]	0%	12%	-2%
Cc1cccc(NC(NC(=O)c2ccccc2[N+](=O)[O-])C(Cl)(Cl)Cl)c1 (stereo not drawn)	-7%	-9	-22	-2	-4%	-15	2%[46.1 µM]	0%	7%	.
O=C1Nc2ccccc2OC1CC(=O)N1CCOCC1 (stereo not drawn)	-1%	-1	3	-1	9%	1	-104%	-2%	2%	-1%
O=c1cc(-c2ccccc2)[nH]c2[nH]n(-c3ccccc3)c(=O)c12	0%	2	-5	6	-1%	-9	-1%	-5%	-8%	0%
COc1cccc(NC(=O)CN2C(=O)NC(c3ccccc3)(c3ccccc3)C2=O)c1	-5%	-9	-4	-1	0%	41	1%	-5%	7%	-7%
COc1ccc(-c2nn(-c3ccccc3)cc2/C=C2/SC(=S)N(CCC(=O)O)C2=O)cc1	0%	-8	-9	-1	-8%	3	4%	?	?	0%

Screens as filed in PubChem.
